Bioassay records: PubChem, several laboratories
H9c2 protect = myocardial damage modulation in H9c2 cells; H9c2 cardiomyocytes, H2O2 injury protection, ATPLite, 2 h; protection from H2O2 cell death, % at 20 µM; 360,000 tested, 0.63% active; AID 588492;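 active means compounds giving at least 50% protection of heart cells from peroxide-induced death in the single-dose screen, raw or plate-pattern-corrected value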;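 further: 0% = DMSO wells with peroxide and 100% = DMSO wells without peroxide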
Exocytosis inh = lytic granule exocytosis inhibition; inhibition, % at 10 µM; 360,000 tested, 0.66% active; TALL-104 LAMP-1 surface exposure, flow cytometry; cells stimulated with thapsigargin and PMA;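 active means inhibition above about 55%, limit read from the data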
ABCB6 inh 2 = inhibitors of human ABC transporter ABCB6; fluorescence ratio to DMSO, % at 10 µM; 360,000 tested, 0.19% active; K562-ABCB6 porphyrin accumulation, flow cytometry, 1 h; active compounds read low;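 active means fluorescence ratio to DMSO below 75%, the collection mean minus 3 SD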;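 further: signal is porphyrin accumulated inside mitochondria; 100% equals median channel fluorescence of DMSO control wells; lower ratio means ABCB6 inhibition with less porphyrin fluorescence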
Target sequence (Q9NP58 whole entry, looked up): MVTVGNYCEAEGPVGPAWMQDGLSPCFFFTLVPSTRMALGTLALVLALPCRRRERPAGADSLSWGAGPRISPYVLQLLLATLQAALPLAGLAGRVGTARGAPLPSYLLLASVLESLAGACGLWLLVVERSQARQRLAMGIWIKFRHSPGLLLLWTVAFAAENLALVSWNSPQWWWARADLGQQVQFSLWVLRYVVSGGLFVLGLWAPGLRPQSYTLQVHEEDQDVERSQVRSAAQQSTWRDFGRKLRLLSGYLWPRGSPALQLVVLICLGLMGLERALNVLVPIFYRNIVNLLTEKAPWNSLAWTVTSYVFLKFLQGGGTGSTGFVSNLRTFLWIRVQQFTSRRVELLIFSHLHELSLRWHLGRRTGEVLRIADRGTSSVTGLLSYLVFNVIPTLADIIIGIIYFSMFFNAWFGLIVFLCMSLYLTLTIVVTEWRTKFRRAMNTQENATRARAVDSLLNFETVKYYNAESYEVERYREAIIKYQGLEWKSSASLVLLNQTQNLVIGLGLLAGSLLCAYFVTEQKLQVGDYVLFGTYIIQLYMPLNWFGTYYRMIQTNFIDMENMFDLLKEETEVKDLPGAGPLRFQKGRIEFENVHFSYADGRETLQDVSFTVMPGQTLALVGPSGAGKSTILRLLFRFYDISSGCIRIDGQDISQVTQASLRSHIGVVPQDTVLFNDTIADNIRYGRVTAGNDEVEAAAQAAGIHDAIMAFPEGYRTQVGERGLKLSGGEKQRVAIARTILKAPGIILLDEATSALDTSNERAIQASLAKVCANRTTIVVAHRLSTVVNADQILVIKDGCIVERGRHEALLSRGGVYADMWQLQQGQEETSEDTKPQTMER
N-glyco inh = N-linked glycosylation inhibition; reporter increase, % at 12.5 µM; 360,000 tested, 0.23% active; AID 588692; D54 ERlucT glycosylation luciferase reporter, 24 h; percent of 100 nM tunicamycin response;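 active means mean luciferase reporter signal, scaled so untreated is 0 and the glycosylation-blocking control 100, at or above a set limit in every replicate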;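 further: luciferase carries N-glycosylation sites so blocking glycosylation raises the light; 0% = median of neutral control wells and 100% = median of 100 nM tunicamycin wells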
aDG glyco up = increases alpha dystroglycan glycosylation | activation, % at 10 µM | 360,000 tested, 0.22% active | Pro5-aDG cells, alpha-DG glycosylation AlphaScreen (IIH6); 0% Pro5, 100% B10-LARGE cell signal;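 active means activation of at least 8% versus controls, or a plate z-score of at least 8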;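 further: Pro5 are CHO cells carrying HIG-tagged alpha-DG that lacks glycosylation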
HTR2A ag = mouse HTR2A agonism via beta-arrestin recruitment; 360,000 tested, 0.66% active; CHO-K1 mHTR2A beta-arrestin complementation, luminescence; percent of 30 µM serotonin response; activation, % at 7.6 µM; AID 624169;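 active means activation above a run cutoff, the mean activation of all tested compounds plus 3 SD, cut at about 14% in these data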;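 further: 0% = plate median of compound wells and 100% = 30 µM serotonin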
PDI inh = PDI (human) enzyme inhibition | PDI insulin aggregation turbidity, A650, 90 min | inhibition, % at 10 µM | 350,000 tested, 0.052% active;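 active means mean inhibition across replicates of 30% or more, whatever share of single replicates reach that level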;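 further: absorbance from insulin aggregation driven by PDI reduction with DTT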
CaV13 ICDI inh = Primary screen for inhibitors of IQ motif and Ca2+-dependent inactivation inhibitor domain binding in CACNA1D, Förster resonance energy transfer in living cells, …. 340,000 tested, 0.098% active. inhibition, % at 12.3 µM. HEK cells, CFP/YFP FRET ICDI-IQ, plate reader, 10 min; percent FRET-ratio fall versus neutral wells;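 active means mean replicate inhibition of at least 30% and at least 1% of replicates passing that level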;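 further: 0% = median of the neutral control wells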
Vif inh = HIV Vif inhibition. HEK293T cells, Vif self-association by quenched fluorescence, imaging, 24 h. inhibition, % at 7.49 µM. 340,000 tested, 0.35% active; in the data active means inhibition above about 50%, passing the limit was not always enough; further: some results filed as inactive read as strong as hits
hiPSC survival = hiPSC single-cell survival enhancement; ATPlite luminescence; 100% = ROCK inhibitor wells, 0% = DMSO; survival enhancement, % at 20 µM; 360,000 tested, 0.044% active; AID 602274; in the data active means survival enhancement above about 18%;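 further: cells exposed to compounds for 16 hours before the ATP read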
Numbers without * were called inactive.

Screening Cc1cc(C)c(C(=O)Nc2ccc3c(c2)OCCO3)c(C)c1 returned H9c2 protect -2, Exocytosis inh 1, ABCB6 inh 2 93, N-glyco inh -1, aDG glyco up 0.6, HTR2A ag 3, PDI inh 2, CaV13 ICDI inh -4, Vif inh 8 and hiPSC survival 2.8.
`CCN1CCN(CC#CCOc2ccccc2OC)CC1` gave H9c2 protect 16, Exocytosis inh -13, ABCB6 inh 2 95, N-glyco inh 3, aDG glyco up 0.0, HTR2A ag -3, PDI inh 9, CaV13 ICDI inh -21, Vif inh -2 and hiPSC survival -0.7.
For COc1ccc(S(=O)(=O)N2CCC3(CC2)CC(=O)c2ccccc2O3)cc1 the results were H9c2 protect 10, Exocytosis inh 9, ABCB6 inh 2 91, N-glyco inh -1, aDG glyco up 0.1, HTR2A ag -6, PDI inh 4, CaV13 ICDI inh -5, Vif inh -4 and hiPSC survival -0.4.
Screening CCOC(=O)c1cc(-c2ccc(C)cc2)n(CCC(=O)NCCN(C)C)c1C returned H9c2 protect 4, Exocytosis inh 6, ABCB6 inh 2 104, N-glyco inh 0, aDG glyco up -0.1, HTR2A ag -1, PDI inh 3, CaV13 ICDI inh -9, Vif inh 1 and hiPSC survival 0.1.
Cc1ccc2cc(CCNC(=O)c3ccc(S(=O)(=O)N4CCCCC4)cc3)c(=O)[nH]c2c1 was read as H9c2 protect -1, Exocytosis inh 7, ABCB6 inh 2 103, N-glyco inh -3, aDG glyco up -0.1, HTR2A ag 4, PDI inh -8, CaV13 ICDI inh 0, Vif inh -14 and hiPSC survival 1.6.
CCc1cccc(CC)c1-n1c(-c2cccnc2)n[nH]c1=S was read as H9c2 protect 0, Exocytosis inh 1, ABCB6 inh 2 100, N-glyco inh 1, aDG glyco up -0.1, HTR2A ag 2, PDI inh -1, CaV13 ICDI inh -5, Vif inh 2 and hiPSC survival -0.5.
Cc1nc(NC(=O)/C=C/c2ccccc2)sc1C(=O)N1CCCCC1 was read as H9c2 protect 11, Exocytosis inh -1, ABCB6 inh 2 89, N-glyco inh -2, aDG glyco up 0.2, HTR2A ag -3, PDI inh 4, CaV13 ICDI inh -9, Vif inh 5 and hiPSC survival 1.1.
CCN(CC)C(=O)CCSc1nnc(-c2ccco2)o1 was read as H9c2 protect -4, Exocytosis inh -1, ABCB6 inh 2 100, N-glyco inh 2, aDG glyco up -0.3, HTR2A ag 2, PDI inh -8, CaV13 ICDI inh 12, Vif inh -5 and hiPSC survival -0.2.
COCCSc1ccccc1C(=O)Nc1ccc2c(c1)OCCO2 was read as H9c2 protect 4, Exocytosis inh 0, ABCB6 inh 2 96, N-glyco inh 2, aDG glyco up -0.2, HTR2A ag -6, PDI inh 0, CaV13 ICDI inh -3 and hiPSC survival 0.3.
For CC(C)c1ccc(CC(=O)N2CCC2(C)C(=O)Nc2cnc3ccccc3c2)cc1 (configuration not stated) the results were H9c2 protect -9, Exocytosis inh 1, ABCB6 inh 2 101, N-glyco inh 1, aDG glyco up 0.8, HTR2A ag 0, PDI inh 19, CaV13 ICDI inh -4, Vif inh -25 and hiPSC survival -1.1.
`COC(=O)NC1(C(F)(F)F)NC(=O)N(C2CCCCC2)C1=O` (configuration not stated) gave H9c2 protect 7, Exocytosis inh 0, ABCB6 inh 2 106, N-glyco inh 2, aDG glyco up -0.4, HTR2A ag 9, PDI inh -2, CaV13 ICDI inh 0, Vif inh 1 and hiPSC survival -2.3.
Cc1ccc(N(C(=O)CNC(=O)c2ccco2)C(C(=O)NC2CCCCC2)c2ccncc2)c(C)c1 (configuration not stated) was read as H9c2 protect -3, Exocytosis inh -9, ABCB6 inh 2 98, N-glyco inh -1, aDG glyco up 0.0, HTR2A ag 3, PDI inh 9, CaV13 ICDI inh -3, Vif inh 9 and hiPSC survival -0.1.
Screening CCn1cc(C(=O)N2CCOCC2)c(=O)c2cc(S(=O)(=O)N(C)C3CCCCC3)ccc21 returned H9c2 protect 10, Exocytosis inh 1, ABCB6 inh 2 100, N-glyco inh -9, aDG glyco up -0.1, HTR2A ag -3, CaV13 ICDI inh -4, Vif inh 9 and hiPSC survival 1.3.
`Nc1nnn(CC(=O)N/N=C/c2cccc(Cl)c2)n1` gave H9c2 protect 6, Exocytosis inh -8, ABCB6 inh 2 93, N-glyco inh 3, aDG glyco up 0.0, HTR2A ag -1, PDI inh 3, CaV13 ICDI inh -5, Vif inh 61* and hiPSC survival 0.3.
Screening CCOC(=O)CNC(=O)CSc1nccn1Cc1ccco1 returned H9c2 protect 11, Exocytosis inh -2, ABCB6 inh 2 95, N-glyco inh 3, aDG glyco up 0.0, HTR2A ag 2, PDI inh -11, CaV13 ICDI inh -3, Vif inh 5 and hiPSC survival -0.5.
For CCOC(=O)c1c(-c2ccc(C)cc2)csc1/N=C(\C)C1=C(O)c2ccccc2C1=O the results were H9c2 protect -4, Exocytosis inh 10, ABCB6 inh 2 98, N-glyco inh -6, aDG glyco up 0.0, HTR2A ag -2, PDI inh 6, CaV13 ICDI inh -14, Vif inh -9 and hiPSC survival -0.1.
For CSc1nnc(N2C(=O)C(O)=C(C(=O)c3ccc(C)o3)C2c2ccc(C)cc2)s1 (configuration not stated) the results were H9c2 protect -3, Exocytosis inh 5, ABCB6 inh 2 106, N-glyco inh -7, aDG glyco up 0.1, HTR2A ag -2, PDI inh -6, CaV13 ICDI inh -24, Vif inh -7 and hiPSC survival -0.6.
Screening CCOc1ccccc1CNS(=O)(=O)c1ccc2[nH]c(=O)sc2c1 returned H9c2 protect -10, Exocytosis inh 5, ABCB6 inh 2 95, N-glyco inh 0, aDG glyco up -0.5, HTR2A ag -5, PDI inh 23, Vif inh 0 and hiPSC survival -1.5.
Screening Cc1c(Cl)cccc1NC(=S)N1CCN(S(=O)(=O)c2cccs2)CC1 returned H9c2 protect 0, Exocytosis inh -2, ABCB6 inh 2 90, N-glyco inh 4, aDG glyco up -0.1, HTR2A ag 3, PDI inh -3, CaV13 ICDI inh -5, Vif inh -3 and hiPSC survival -0.2.
`COC(=O)CSc1nc2sc3c(c2c(=O)n1-c1ccccc1)CCN(C)C3` gave H9c2 protect 14, Exocytosis inh 3, ABCB6 inh 2 89, N-glyco inh 1, aDG glyco up -0.3, HTR2A ag 1, PDI inh 16, CaV13 ICDI inh -5, Vif inh 17 and hiPSC survival 0.2.

Of the compounds above, these have a Cl atom.
`Nc1nnn(CC(=O)N/N=C/c2cccc(Cl)c2)n1` gave H9c2 protect 6, Exocytosis inh -8, ABCB6 inh 2 93, N-glyco inh 3, aDG glyco up 0.0, HTR2A ag -1, PDI inh 3, CaV13 ICDI inh -5, Vif inh 61* and hiPSC survival 0.3.
Screening Cc1c(Cl)cccc1NC(=S)N1CCN(S(=O)(=O)c2cccs2)CC1 returned H9c2 protect 0, Exocytosis inh -2, ABCB6 inh 2 90, N-glyco inh 4, aDG glyco up -0.1, HTR2A ag 3, PDI inh -3, CaV13 ICDI inh -5, Vif inh -3 and hiPSC survival -0.2.

(more compounds)
For Cc1c(C(=O)N2CCN(C)CC2)oc2ccc(Br)cc12 the results were H9c2 protect -3, Exocytosis inh -6, ABCB6 inh 2 103, N-glyco inh -3, aDG glyco up 0.0, HTR2A ag -9, PDI inh -1, CaV13 ICDI inh -20, Vif inh -3 and hiPSC survival 1.0.
For CCCN(CCC)S(=O)(=O)c1ccc(NS(=O)(=O)c2ccc(F)cc2)cc1 the results were H9c2 protect 0, Exocytosis inh -1, ABCB6 inh 2 98, N-glyco inh 0, aDG glyco up 0.1, HTR2A ag -2, PDI inh -2, CaV13 ICDI inh -4, Vif inh 2 and hiPSC survival 5.0.
Screening CC1(C)CC(NC(=O)c2ccc(Br)o2)CC(C)(C)N1 returned H9c2 protect 6, Exocytosis inh -5, ABCB6 inh 2 99, N-glyco inh 4, aDG glyco up 0.2, HTR2A ag 8, PDI inh 3, CaV13 ICDI inh -3, Vif inh 14 and hiPSC survival 0.2.
O=C1COc2ccc3ccccc3c2CN1 was read as H9c2 protect 1, Exocytosis inh 0, ABCB6 inh 2 95, N-glyco inh 0, aDG glyco up -0.1, HTR2A ag 1, PDI inh 0, CaV13 ICDI inh -4, Vif inh 1 and hiPSC survival 5.3.
For Cn1c(=O)c2c(nc(NCCCN3CCOCC3)n2Cc2cccc(Cl)c2)n(C)c1=O the results were H9c2 protect 17, Exocytosis inh 2, ABCB6 inh 2 97, N-glyco inh 7, aDG glyco up 0.0, HTR2A ag 0, PDI inh 12, Vif inh 19 and hiPSC survival -0.8.
Screening CCOc1ccc(NC(=O)CCN2CCN(S(=O)(=O)c3cc(Cl)ccc3OC)CC2)cc1 returned H9c2 protect -10, Exocytosis inh -2, ABCB6 inh 2 89, N-glyco inh 0, aDG glyco up 0.2, HTR2A ag -2, PDI inh -1, CaV13 ICDI inh -1, Vif inh -6 and hiPSC survival -1.9.
`CC(C)(C)n1nnnc1C(c1cccs1)N(Cc1ccccc1)Cc1cccnc1` (configuration not stated) gave H9c2 protect -8, Exocytosis inh 45, ABCB6 inh 2 110, N-glyco inh -7, aDG glyco up 0.0, HTR2A ag 1, PDI inh 13, CaV13 ICDI inh -5, Vif inh -18 and hiPSC survival 0.2.
Screening COc1ccccc1NC(=O)CCn1c(=O)sc2ccccc21 returned H9c2 protect 10, Exocytosis inh 0, ABCB6 inh 2 98, N-glyco inh 1, aDG glyco up -0.2, HTR2A ag -1, PDI inh 1, CaV13 ICDI inh -8, Vif inh 0 and hiPSC survival -2.6.
CSc1ncccc1C(=O)Nc1cc(Cl)ccc1N1CCOCC1 was read as H9c2 protect 9, Exocytosis inh 7, ABCB6 inh 2 90, N-glyco inh 0, aDG glyco up -0.2, HTR2A ag 12, PDI inh -3, CaV13 ICDI inh -6, Vif inh -2 and hiPSC survival -1.0.
For CCN(CC)c1ccc(NC(=O)COc2ccc(C#N)cc2)cc1S(=O)(=O)Nc1ccc(OC)cc1 the results were H9c2 protect -3, Exocytosis inh 0, ABCB6 inh 2 97, N-glyco inh -7, aDG glyco up 0.0, HTR2A ag -3, PDI inh -11, CaV13 ICDI inh -5, Vif inh -13 and hiPSC survival -0.1.
For COc1ccc(Cl)cc1C(=O)O/N=C(\N)c1ccncc1 the results were H9c2 protect -14, Exocytosis inh 11, ABCB6 inh 2 97, N-glyco inh -1, aDG glyco up -0.2, HTR2A ag 6, PDI inh 8, CaV13 ICDI inh -20, Vif inh 3 and hiPSC survival -0.6.
CCC(C)NC(=O)C(CCSC)NC(=O)c1ccccc1 (configuration not stated) was read as H9c2 protect 2, Exocytosis inh 0, ABCB6 inh 2 104, N-glyco inh 2, aDG glyco up -0.2, HTR2A ag 2, PDI inh -3, CaV13 ICDI inh -5, Vif inh -1 and hiPSC survival 0.2.
For COc1ccccc1/C=C/C(=O)NNC(=O)c1cccs1 the results were H9c2 protect -4, Exocytosis inh -1, ABCB6 inh 2 98, N-glyco inh 0, aDG glyco up 0.2, HTR2A ag 0, PDI inh -3, CaV13 ICDI inh -1, Vif inh 3 and hiPSC survival 2.8.
For Cn1c(N)c(C(=O)COC(=O)CCC(=O)c2ccc(F)cc2)c(=O)n(C)c1=O the results were H9c2 protect -1, Exocytosis inh -2, ABCB6 inh 2 106, N-glyco inh -1, aDG glyco up -0.2, HTR2A ag -5, PDI inh 2, CaV13 ICDI inh -2, Vif inh -9 and hiPSC survival 1.3.
CCNc1c(NS(=O)(=O)c2ccc([N+](=O)[O-])cc2)c(=O)oc2ccccc12 was read as H9c2 protect 12, Exocytosis inh 1, ABCB6 inh 2 98, N-glyco inh 1, aDG glyco up -0.1, HTR2A ag -2, PDI inh 4, CaV13 ICDI inh -7, Vif inh -7 and hiPSC survival -0.3.
